# GPR55 LPI antagonism – GPR55 antagonists blocking LPI-driven arrestin recruitment, primary screen, imaging, U2OS, beta-arrestin-GFP, LPI agonist (AID 2013); 290,000 compounds, 0.13% hits; inhibition, % at 10 µM; hits with a dose series show IC50 in µM; U2OS GPR55 beta-arrestin-GFP translocation imaging, LPI antagonism; higher % means a stronger effect;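 active means spots per cell inhibited over 60%, with over 100 cells counted and total cytoplasm intensity under 500,000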;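 further: U2OS cells stably carrying GPR55 and arrestin-GFP stimulated by 5 µM LPI near EC80; imaged beta-arrestin-GFP aggregate spots per cell after agonist stimulation; plate controls were LPI-stimulated DMSO wells for no effect and DMSO wells without LPI for full effect; some results filed as inactive read as strong as hits; confirmed hits need IC50 under 10 µM and bright autofluorescent wells are also inconclusive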
# West Nile virus CPE – inhibition of WNV-induced cytopathic effect – cell-based, CPE readout (AID 1621). CPE inhibition, % at 10 µM; hits with a dose series show IC50 in µM. West Nile virus-infected cells, CPE inhibition; higher % means a stronger effect. 290,000 compounds, 0.02% hits; in the data active means a potency from the dose series; further: strong numbers were not always called active
# KOR beta-arrestin-1 – kappa opioid receptor blockers – cell-based, luminescence, uHTS (AID 1778). inhibition, % at 10 µM, or IC50 in µM where a hit was titrated. 290,000 compounds, 0.091% hits. KOR beta-arrestin recruitment, luminescence, antagonist mode; higher % means a stronger effect; in the data active means inhibition above about 50%; further: strong numbers were not always called active
# GPR35 antagonists – GPR35 antagonists blocking zaprinast-driven arrestin recruitment, primary screen, imaging, U2OS, beta-arrestin-GFP, zaprinast agonist (AID 2058); U2OS GPR35 beta-arrestin-GFP translocation imaging, zaprinast antagonism; higher % means a stronger effect; one-dose inhibition, % at 10 µM; IC50 in µM for titrated hits; 290,000 compounds, 0.052% hits;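 active means inhibition of at least 50% with at least 30 cells and total cytoplasm GFP at most 10,000,000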
# NOD1 inhibition – inhibition of NOD1-driven NF-kB reporter – cell-based, luminescence, uHTS, primary screen (AID 1578). NOD1-driven NF-kB luciferase reporter cells, luminescence; higher % means a stronger effect. one-dose inhibition, % at 4 µM; EC50 in µM for titrated hits. 290,000 compounds, 1% hits; in the data active means inhibition mostly above about 36%, no sharp cut-off; inactive means mostly below about 34%;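 further: HEK-293T reporter cells stimulated with the NOD1 agonist gamma-tri-DAP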
# GPR55 activation – GPR55 agonists via beta-arrestin recruitment, primary screen, imaging, U2OS cells, beta-arrestin-GFP redistribution (AID 1961); 290,000 compounds, 0.048% hits; one-dose activation, % at 10 µM; EC50 in µM for titrated hits; U2OS GPR55 beta-arrestin-GFP redistribution imaging; higher % means a stronger effect;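 active means activation above 40% with more than 50 cells counted in the well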;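 further: U2OS osteosarcoma cells stably expressing GPR55 and beta-arrestin-GFP; plate controls were DMSO negative control for no effect and LPI positive control for full effect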
# NS5 inhibitors – flavivirus cap methylation enzyme inhibition – biochemical, confirmation dose response, primary screen (AID 588689); one-dose inhibition, % at 25 µM; IC50 in µM for titrated hits; 340,000 compounds, 0.3% hits; Dengue-2 NS5 methyltransferase capping enzyme assay, biochemical; higher % means a stronger effect; in the data active means a potency from the dose series
# HIV peptide binding – cell-free HIV fusion peptide-binding blockers – biochemical, uHTS, fluorescence dequenching, primary screen (AID 1986); cell-free peptide binding, fluorescence dequenching, 30 min; higher % means a stronger effect; inhibition, % at 20 µM; hits with a dose series show IC50 in µM; 290,000 compounds, 0.3% hits; in the data active means inhibition mostly above about 52%, no sharp cut-off; inactive means mostly below about 76%; further: some results filed as inactive read as strong as hits
# KOR beta-arrestin-2 – KOR agonists, beta-arrestin recruitment, primary screen, cell-based, luminescence, uHTS (AID 1777); KOR beta-arrestin recruitment, luminescence; higher % means a stronger effect; activation, % at 10 µM, or EC50 in µM where a hit was titrated; 280,000 compounds, 0.02% hits; in the data active means activation above about 50%, passing the limit was not always enough; further: a part of the inactive calls stands beside numbers as strong as those of hits
# NS5 inhibitors pilot replicate – further read-out of NS5 inhibitors, marked with its call; inhibition, %; measured here: pilot screen replicate inhibition
# An asterisk follows results filed as active; . = no result given; [ ] = remark or other dose.
SMILES,GPR55 LPI antagonism,West Nile virus CPE,KOR beta-arrestin-1,GPR35 antagonists,NOD1 inhibition,GPR55 activation,NS5 inhibitors,HIV peptide binding,KOR beta-arrestin-2,others
CN(C[C@@H](CC1CCCCC1)N(C[C@H](Cc1ccccc1)N(CCc1ccccc1)N=O)N=O)N=O,3%,-1.1%,9%,-13%,-26%,0.6%,2%,0.1%,-0.1%,
Cc1cc(C)n(-c2nc3nonc3nc2-n2nc(C)cc2C)n1,12%,0.2%,-11%,7%,-3%,0.3%,-1%,3.4%,-2.8%,
Cc1ccc(CNC(=O)CCSCCC(=O)NCc2ccc(C)cc2)cc1,6%,-0.1%,21%,-2%,-30%,-0.1%,-7%,1.0%,-0.3%,
COc1cc(Br)cc(CNc2ccc(F)c([N+](=O)[O-])c2)c1O,9%,-0.4%,-1%,-12%,-29%,-0.3%,-10%,-0.8%,2.0%,
CC1CC(C)(C)NCc2ccccc21 (stereo unspecified),12%,-0.1%,-2%,8%,-15%,-0.2%,9%,1.0%,1.0%,
COc1ccc(NC(=O)CN2C(=O)CC(C)(C)S(=O)(=O)c3ccccc32)cc1,-4%,-0.6%,-20%,7%,-10%,0.9%,-3%,3.0%,-10%,
O=C(CN(Cc1ccccc1)C1=NCCS1)c1ccc(Cl)cc1,14%,-0.7%,10%,12%,-27%,0.5%,3%,1.3%,-0.2%,
CSc1nnc2n(-c3ccccc3)c(=O)c3c4c(sc3n12)CCC4,-2%,-0.1%,-8%,-16%,-5%,-0.1%,-9%,-1.3%,4.6%,
COc1cccc(OCc2cc(C(=O)N(C)C3CCOCC3)no2)c1,23%,0.1%,23%,-3%,-26%,-0.1%,-8%,-0.1%,-4.2%,
CCOC(=O)c1ccc2c(c1)nc(SCC(=O)NC(C)C)n2CC,0%,-0.3%,-12%,-5%,-3%,-0.4%,0%,-0.3%,-2.7%,
C/C(N)=C(/C#N)C(=O)CSc1nnc(Nc2ccccc2C)s1,1%,-0.3%,19%,8%,-4%,-0.1%,-2%,-5.0%,-2.8%,
COc1ccc(NC(=O)CC2(Cc3ccccc3)CCOC(C)(C)C2)cc1 (stereo unspecified),0%,-0.4%,-1%,-7%,20%,-0.1%,-4%,-0.7%,2.7%,
COc1ccc(NC(=O)COc2ccccc2C#N)c(S(=O)(=O)N2CCCCC2)c1,-8%,0.3%,-10%,-17%,-17%,-0.1%,0%,0.2%,4.4%,
COc1ccc(Cl)c(S(=O)(=O)N2CCCC2)c1,15%,.,-25%,16%,15%,-0.1%,6%,-0.9%,-1.7%,
CCCCNC(=O)c1sc(=S)n(-c2ccccc2OC)c1N,12%,-1.6%,8%,12%,34%,-0.1%,4%,-3.1%,-1.4%,
O=C(CN1C(=O)NC2(CCOc3ccccc32)C1=O)c1ccc(Br)cc1 (stereo unspecified),4%,-0.8%,5%,19%,-12%,-0.1%,-4%,-0.4%,1.7%,
CCCNC(=O)c1ccc(SC)cc1OC,-3%,0.4%,7%,17%,9%,-0.3%,-5%,-1.4%,-2.4%,
Cc1ccc2c(CNCc3ccco3)cc(=O)oc2c1,-2%,-0.2%,6%,-3%,-25%,-0.3%,-10%,5.2%,9.4%,
COC(=O)[C@H](Cc1ccccc1)NC(=O)N(C)Cc1ccccc1,4%,0.5%,10%,5%,4%,0.3%,-7%,1.6%,-0.2%,
Cc1cnn(-c2cc(N/N=C/c3ccccc3)ncn2)c1,11%,-0.2%,-37%,-6%,-35%,1.2%,-4%,-1.2%,4.1%,
NS(=O)(=O)c1ccc(CCNC(=O)C2CCCN2C(=O)OCc2ccccc2)cc1 (stereo unspecified),12%,-0.1%,-7%,12%,18%,0.2%,2%,-2.5%,2.8%,
O=C(NCCCN1CCOCC1)c1cc(Cl)ccc1OCc1ccccc1,-21%,-0.6%,17%,10%,3%,0.0%,1%,-0.8%,-6.7%,
Cc1c(C(=O)O)cnc2cc(-c3ccc(Cl)cc3)nn12,0%,0.2%,2%,-2%,-22%,0.2%,-4%,3.1%,-2.6%,
Cc1ccc(C(=O)Nc2cccc([N+](=O)[O-])c2)cc1S(=O)(=O)Nc1ccc(C(=O)O)cc1,6%,0.0%,-12%,-19%,-26%,0.7%,5%,19%,-2.3%,
COC(=O)c1ccc(Cl)c(NC(C)=O)c1,5%,0.3%,8%,1%,-23%,-0.2%,-9%,1.0%,-0.7%,
CCC(=O)c1ccc(O)c(CC=C(C)C)c1,-12%,0.8%,-22%,15%,14%,0.2%,0%,-2.3%,6.2%,
CCCOc1ccc(C(=O)N2CCCc3ccccc32)cc1,2%,0.0%,-13%,19%,-14%,0.2%,-6%,0.3%,-1.9%,NS5 inhibitors pilot replicate=-6.4
CCCOc1ccc(Br)cc1CSC(=N)N,-2%,-1.4%,-23%,-1%,18%,-0.2%,-2%,0.1%,1.2%,
CC(C)c1ccc(N=C(N)N=C(N)N)cc1,23%,-1.7%,2%,-2%,13%,1.0%,-9%,0.7%,-5.3%,
COc1ccc(C2CC(C(F)(F)F)n3ncc(C(=O)O)c3N2)cc1OC (stereo unspecified),-13%,0.3%,-12%,-9%,-9%,0.1%,-5%,1.2%,0.2%,
Cc1c(C(=O)Nc2ccc3c4c(cccc24)CC3)cccc1[N+](=O)[O-],-6%,-0.8%,-18%,0%,7%,-0.3%,-2%,-0.3%,2.4%,
Cc1nn(-c2ccccc2)c(NC(=O)c2cccs2)c(-c2ccccc2)c1=O,-1%,0.3%,22%,-2%,16%,-0.3%,1%,1.8%,-3.9%,
COc1ccc(-n2cc(-c3ccc(OC)c(OC)c3)[nH]c2=S)cc1,20%,0.1%,2%,-11%,-27%,0.6%,-7%,0.7%,-6.5%,
O=C(CSc1ncccc1C(=O)O)NCCC1=CCCCC1,4%,0.6%,0%,0%,-61%,-0.2%,-1%,4.7%,0.6%,
CCOC(=O)Cc1ncccc1C(=O)Nc1ccc(Oc2ccccc2)cc1,3%,0.7%,18%,22%,-2%,0.3%,-11%,-3.9%,-12%,
O=C(NCC(=O)N(c1cccnc1)C(C(=O)NC1CCCCC1)c1ccccc1)c1ccco1 (stereo unspecified),-2%,-0.4%,-14%,8%,-27%,-0.4%,-3%,1.4%,0.1%,
Cc1[nH]n(-c2ccc(Cl)cc2)c(=O)c1C(=O)c1ccccc1,1%,1.4%,-25%,4%,11%,0.6%,0%,0.8%,0.0%,
COc1ccc(C(=O)NCc2nnc(SCC(=O)N3CCCc4ccccc43)o2)cc1OC,3%,-0.1%,9%,12%,-23%,-0.2%,-2%,0.7%,-4.2%,
CN1CCN(c2nc3c(c(=O)[nH]c(=O)n3C)n2Cc2cccc(Br)c2)CC1,-27%,0.1%,-33%[20 µM],8%,-42%,-0.2%,0%,1.3%,-2.1%,
COc1ccc(-n2cc(CN(C)C(C)c3ccncn3)c(-c3cccc(F)c3)n2)cc1 (stereo unspecified),-8%,-0.1%,-27%,-8%,-22%,0.5%,-3%,-0.6%,0.4%,
O=C(Nc1ccc(CN2CCOCC2)cc1)c1cc(Cl)ccc1Cl,10%,-0.8%,-1%[20 µM],5%,-22%,0.3%,2%,-1.0%,-6.9%,
CCOC(=O)c1c(NC(=O)c2cccs2)sc(CC)c1-c1cccs1,12%,3.1%,-5%,-7%,4%,0.2%,-10%,-1.1%,1.9%,
CC(C)c1ccccc1NC(=O)CNCCOc1ccccc1F,18%,-0.6%,19%,1%,-4%,-0.1%,-5%,0.4%,0.6%,
C=CCn1c(=O)c2c(nc3n2CCN3c2cccc(Cl)c2C)n(C)c1=O,23%,-0.2%,.,0%,-2%,-0.1%,2%,0.4%,.,NS5 inhibitors pilot replicate=0.0
CC(=O)N(c1nc(/C=C\C(=O)O)cs1)c1ccccc1F,12%,-0.1%,19%,-2%,-2%,-0.1%,3%,-0.2%,-3.4%,

# 9 consecutive entries from above, for reference:
SMILES,GPR55 LPI antagonism,West Nile virus CPE,KOR beta-arrestin-1,GPR35 antagonists,NOD1 inhibition,GPR55 activation,NS5 inhibitors,HIV peptide binding,KOR beta-arrestin-2,others
Cc1[nH]n(-c2ccc(Cl)cc2)c(=O)c1C(=O)c1ccccc1,1%,1.4%,-25%,4%,11%,0.6%,0%,0.8%,0.0%,
COc1ccc(C(=O)NCc2nnc(SCC(=O)N3CCCc4ccccc43)o2)cc1OC,3%,-0.1%,9%,12%,-23%,-0.2%,-2%,0.7%,-4.2%,
CN1CCN(c2nc3c(c(=O)[nH]c(=O)n3C)n2Cc2cccc(Br)c2)CC1,-27%,0.1%,-33%[20 µM],8%,-42%,-0.2%,0%,1.3%,-2.1%,
COc1ccc(-n2cc(CN(C)C(C)c3ccncn3)c(-c3cccc(F)c3)n2)cc1 (stereo unspecified),-8%,-0.1%,-27%,-8%,-22%,0.5%,-3%,-0.6%,0.4%,
O=C(Nc1ccc(CN2CCOCC2)cc1)c1cc(Cl)ccc1Cl,10%,-0.8%,-1%[20 µM],5%,-22%,0.3%,2%,-1.0%,-6.9%,
CCOC(=O)c1c(NC(=O)c2cccs2)sc(CC)c1-c1cccs1,12%,3.1%,-5%,-7%,4%,0.2%,-10%,-1.1%,1.9%,
CC(C)c1ccccc1NC(=O)CNCCOc1ccccc1F,18%,-0.6%,19%,1%,-4%,-0.1%,-5%,0.4%,0.6%,
C=CCn1c(=O)c2c(nc3n2CCN3c2cccc(Cl)c2C)n(C)c1=O,23%,-0.2%,.,0%,-2%,-0.1%,2%,0.4%,.,NS5 inhibitors pilot replicate=0.0
CC(=O)N(c1nc(/C=C\C(=O)O)cs1)c1ccccc1F,12%,-0.1%,19%,-2%,-2%,-0.1%,3%,-0.2%,-3.4%,

# More results.
SMILES,GPR55 LPI antagonism,West Nile virus CPE,KOR beta-arrestin-1,GPR35 antagonists,NOD1 inhibition,GPR55 activation,NS5 inhibitors,HIV peptide binding,KOR beta-arrestin-2,others
Cc1ccc(C(=O)N/C(=C\c2ccccc2)C(=O)NCCN2CCOCC2)cc1,-2%,0.7%,-34%,-5%,-16%,0.2%,-2%,0.9%,0.9%,
O=C(CSc1nnnn1-c1cccnc1)Nc1ccc(OCc2ccccc2)cc1,4%,-0.8%,0%,0%,.,0.5%,0%,-2.6%,2.4%,
CCC(C)(C)NC(=O)C(c1ccc(F)cc1)N(Cc1ccco1)C(=O)c1cnccn1 (stereo unspecified),-3%,-0.6%,28%,-11%,-8%,-0.1%,-4%,-0.8%,1.4%,
O=C(NC(=S)NCC1CCCO1)c1cccs1 (stereo unspecified),11%,0.1%,.,8%,-33%,1.0%,-8%,-1.3%,-1.7%,
Nc1nonc1-n1nnc(C(=O)N/N=C/c2c(F)cccc2Cl)c1-c1ccc2c(c1)OCO2,-1%,-0.2%,25%,-8%,-4%,0.2%,-10%,9.7%,0.1%,
Cc1ccc(C2NS(=O)(=O)N=C2N)cc1 (stereo unspecified),7%,0.1%,-26%,7%,-16%,-0.1%,8%,0.9%,-2.2%,NS5 inhibitors pilot replicate=-0.9

# This is a subset (hit frequency here may not be typical).
